MPTP inh = blocks calcium-induced mitochondrial swelling. isolated mouse mitochondria, Ca2+ swelling absorbance, 30 min. inhibition, % at 10 µM. hit rate 1.4% among 360,000. AID 602449;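 active means inhibition of 50% or more, scaled per plate between neutral and stimulator controls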;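 further: 0% = DMSO wells given calcium and 100% = 1 mM EGTA wells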
* hit, by the source's call.

MPTP inh	Compound
-0.4	COc1cccc(OC)c1C(=O)N1CCN(Cc2ccccc2F)CC1
-0.5	Cc1cccc(C)c1-n1nnnc1C(c1ccccc1)N1CCN(C/C=C/c2ccccc2)CC1 (configuration not stated)
0.6	CCCCCN(C(=O)CCC(=O)OC(C)C(=O)Nc1ccccc1C)c1c(N)n(CCCC)c(=O)[nH]c1=O (configuration not stated)
-0.6	O=C1NC[C@H](Cc2ccccc2)N(C[C@@H]2CCCN2C[C@H](Cc2ccc(O)cc2)N2C[C@H](Cc3ccc(O)cc3)N(CC3CCCCC3)C(=O)C2=O)C1=O
-2.6	O=C1NC[C@H](Cc2ccc(O)cc2)N(C[C@H]2CCCN2C[C@H](Cc2ccccc2)N2C[C@H](Cc3ccccc3)N(CCc3ccccc3)C(=O)C2=O)C1=O
0.8	CCOC(=O)CSc1nc2nc(Cl)c(Cl)nc2[nH]1
-1.0	COCCNC(=O)C1(C)CCCN(C(=O)c2cc(C)on2)C1 (configuration not stated)
0.7	CC1(Cc2cccc(C(F)(F)F)c2)C(=O)Nc2c(Cl)ccc(Cl)c21 (configuration not stated)
-0.3	COC(=O)C[C@H]1CC[C@@H](NC(=O)Nc2ccc3c(c2)OCO3)[C@@H](CO)O1
1.0	COc1ccc(NC(=O)CNCc2cccs2)c(OC)c1
-1.1	Cc1c(C(=O)NCc2ccc3c(c2)OCCO3)sc(=O)n1Cc1ccccc1C#N
0.0	COCCNc1nc(NCc2cccc(OC)c2)c2sccc2n1
20.5	COc1ccc(-c2coc3c(C(=O)Nc4cccnc4)cccc23)c(C)c1
0.1	CN(Cc1ccccc1)Cc1cc(=O)oc2ccc3ccccc3c12
1.4	COc1ccc(Cc2c(-c3cccc(Br)c3)nc3ccc(Cl)cn23)c(C)c1
0.1	CCCNC(=O)C1(C)CCN(Cc2ccc(C)c3ccccc23)C1 (configuration not stated)
-1.2	CCOC(=O)C1(C)CCN1C(=O)c1cccc2ccccc12 (configuration not stated)
0.6	CC(C)OC(=O)N(C)C[C@@H]1OCc2cn(nn2)CCCC(=O)N([C@H](C)CO)C[C@H]1C
0.1	CN(C(=O)COC(=O)COc1ccc2ccccc2c1)c1ccccc1
-0.2	CNC(=O)C1Cc2c(-c3ccccc3Oc3ccccc3)ccnc2O1 (configuration not stated)

Some of the entries so far, with bars between the fields.
Structure | MPTP inh
CN(Cc1ccccc1)Cc1cc(=O)oc2ccc3ccccc3c12 | 0.1
COc1ccc(Cc2c(-c3cccc(Br)c3)nc3ccc(Cl)cn23)c(C)c1 | 1.4

Remaining list, next part:
MPTP inh	Compound
-2.1	CCCCOCCCNC(=O)C[C@@H]1C[C@@]2(C(=O)OC)CCCCC=C2N(Cc2ccco2)C1=O
0.7	COc1ccc(Nc2nc3cc(-c4ccsc4)sc3c(=O)n2C)cc1OC
-2.3	CC(C)Nc1ncnc2c1ncn2[C@H]1CN(Cc2ccco2)C[C@@H](CO)O1
0.8	CCCCCCN1CCN(C2CN(C3CCCCC3)S(=O)(=O)C2)CC1 (configuration not stated)
0.6	CCc1nc2c(OCCOc3ccc(F)cc3)cccn2c1N(C)C(=O)c1ccccc1F
-0.5	Nc1ccn([C@@H]2O[C@H](CNCc3cccc(OC4CCCC4)c3)[C@@H](O)[C@H]2O)c(=O)n1
-0.1	Nc1ccn([C@@H]2O[C@H](CN=C3NS(=O)(=O)c4ccccc43)[C@@H](O)[C@H]2O)c(=O)n1
0.1	CCCC(C)(C)C(=O)N1CCC1(C)C(=O)Nc1ccc(OC)c(OC)c1 (configuration not stated)
2.7	Cn1ccc2c(-c3ccc(F)cc3F)cc3c(c21)C1CCC3C1 (configuration not stated)
-1.4	Cc1ccccc1S(=O)(=O)N(C)C[C@H]1OCc2cnnn2CCCC(=O)N([C@H](C)CO)C[C@H]1C
-0.3	Cc1cc(=O)[nH]c2nc3ccccc3n12
-0.9	O=C(NCCN1CCNC1=O)c1ccc2sc([C@H]3C[C@H](O)[C@@H](CO)O3)nc2c1
0.3	COC(=O)CC1OCC=C2CN3CCC45C6=CC(=O)C(=O)C([N+](=O)[O-])=C6NC4C1C2CC35 (configuration not stated)
-0.2	CCCCCCCCN1C(=O)[C@H](CC(=O)NCCC(C)C)C[C@@]2(C(=O)OC)CCCCC=C12
-0.3	Cc1cccc(Cn2c(NC3CCCC3)nc3c2c(=O)[nH]c(=O)n3C)c1
-0.7	COc1cccc(C(=O)N2CCC[C@H]2C(=O)N2CCC[C@H]2C(=O)N[C@@H](C)c2ccccc2)c1
1.7	COc1ccc2ccccc2c1C=NN1CCCCC1
-1.7	COCCN1C[C@@H](CO)O[C@@H](n2cnc3c(NC4CC4)ncnc32)C1
1.1	COc1ccc([C@H]2C[C@H](n3cc(COC(=O)c4ccccc4)nn3)[C@@H](O)CN2CC2CCCCC2)cc1
-0.1	COc1cc(F)ccc1-c1csc(C(O)(c2ccccc2)C(F)(F)F)n1 (configuration not stated)
-0.7	O=C(O)Cn1nnc(-c2ccccc2)c1COc1ccccc1
3.7	COc1ccc(C(C#N)=C2C=CC(=NO)c3ccccc32)cc1
-0.1	Cc1cccc(C)c1-n1nnnc1C(C1CC1)N1CCN(C/C=C/c2ccccc2)CC1 (configuration not stated)
-0.2	CCCCN1C[C@H](CSC)[C@@H](CC(=O)Nc2ccc(OC)cc2)C1=O
2.2	Fc1cccc(Cc2c(-c3ccc(Cl)cc3)nc3c(Cl)cc(C(F)(F)F)cn23)c1
0.3	O=C(NC(Cc1nn[nH]n1)C(=O)OCc1ccccc1)OCc1ccccc1 (configuration not stated)
-2.4	CC1(C(=O)NCc2ccc(C(F)(F)F)cc2)CCN1Cc1cc2ccccc2o1 (configuration not stated)
-0.6	CCNC(=O)C1(C)CCN(C(=O)c2cccc3ccccc23)C1 (configuration not stated)
-2.3	CN1CCC(N2CCN(C3CN(Cc4ccc(F)cc4)S(=O)(=O)C3)CC2)CC1 (configuration not stated)
0.4	Cn1nc(C(C)(C)C)cc1C(=O)N1CCCC(c2cc(C(=O)NCc3ccccc3)no2)C1 (configuration not stated)
8.6	Clc1ccccc1OCCNc1nc(NCC2CC2)nc2ccsc12
-0.4	CCCc1nc2ccc(C)cn2c1Cc1ccccc1
-1.9	Cc1cccc(C)c1-n1nnnc1C(c1ccnc2ccccc12)N(CCC#N)Cc1ccccc1 (configuration not stated)
-1.5	COC(=O)C1(C(=O)OC)Cc2ccccc2N(S(=O)(=O)c2ccc(C)cc2)C1CC(C)=O (configuration not stated)
-0.8	CC1(C(=O)NS(=O)(=O)c2ccc(Cl)cc2)CCN1C(=O)Cc1cccs1 (configuration not stated)
5.5	COC(=O)[C@@]12C[C@@H](CC(=O)NCc3cccc(C(F)(F)F)c3)C(=O)N(Cc3ccccc3)C1=CCC(C)(C)C2
-0.4	Nc1[nH]c(C(=O)c2ccccc2)c(-c2ccccc2C(F)(F)F)c1C(=O)c1cccs1
0.6	O=C(NCc1nnnn1-c1ccc(F)cc1)c1ccc2c(c1)OCO2
-0.9	Cn1nc(C(C)(C)C)cc1N1C(=O)CCC1(C)C(=O)Nc1ccc2c(c1)OCCO2 (configuration not stated)
-0.1	COc1ncnc2c1ncn2CCCNCc1ccc2c(c1)OCO2
-1.7	CCc1nc2ccc(C(=O)Nc3cccc(NS(C)(=O)=O)c3)cn2c1N(CCC(C)C)CCN(C)C
-0.6	CC(C)Nc1ncnc2c1ncn2[C@H]1CN(Cc2ccc3c(c2)OCO3)C[C@@H](CO)O1
-0.9	COCCCN1C(=O)C(CC(=O)NCc2cccs2)CC(C(=O)N(C)C)=C1C (configuration not stated)
-1.6	Cc1cn([C@H]2C[C@H](O)[C@@H](CNCc3ccc4ncccc4c3)O2)c(=O)[nH]c1=O
67.7*	Cc1csc(N=Nc2ccc(N(C)C)cc2)[n+]1[O-]
-0.3	CC(=O)c1ccc(OC2(C)CCN(Cc3csc4ccccc34)C2)cc1 (configuration not stated)
1.9	CC(=O)Oc1cc2c(cc1OC(C)=O)C(=O)CCCC2
-0.1	COc1ccccc1N1CCN(S(=O)(=O)CCNC(=O)c2ccco2)CC1
-2.0	CCCCNC(=O)C1C(c2ccc(OC)cc2)=Nc2ccccc2N1C(=O)c1cccnc1 (configuration not stated)
0.4	COc1ccc([C@H]2CC(=O)C[C@@H](CCn3cc(-c4nccn4C)nn3)O2)cc1
1.6	COc1ccc(NC(=O)c2cc(-c3ccc(F)cc3C)n[nH]2)cc1OC
-0.6	OCC[C@@H]1C[C@H](O)[C@@H](O)[C@]2(OCCc3cc(Cl)ccc32)O1
-1.3	CCCCCC(=O)N1C[C@@H](O)[C@H](n2cc(COC(=O)c3ccccc3)nn2)C[C@@H]1c1ccc(Cl)cc1
-2.4	CC(C)C1C(=O)N(Cc2cn(Cc3ccco3)nn2)CCS(=O)(=O)N1Cc1ccc(-c2ccccc2)cc1 (configuration not stated)
0.2	C[C@@H]1CN([C@@H](C)CO)C(=O)c2cc(Br)cnc2O[C@H]1CN(C)C(=O)c1ccncc1
0.2	C[C@@H]1CCCCO[C@H](CN(C)C(=O)Nc2ccc3c(c2)OCO3)[C@@H](C)CN([C@H](C)CO)C(=O)c2cc(NS(=O)(=O)c3ccc(F)cc3)ccc2O1
-1.6	COc1ccc(CNC(=O)C2(C)Cc3c(-c4ccc5c(c4)OCO5)ccnc3O2)cc1OC (configuration not stated)
-1.3	COCC(=O)Nc1ccc2c(c1)[C@@H]1C[C@H](CC(=O)OC)O[C@H](CO)[C@@H]1O2
-0.1	Cc1ccc(-c2ccc(CN3C(C)C(=O)N(Cc4cn(Cc5ccco5)nn4)CCS3(=O)=O)cc2)cc1 (configuration not stated)
1.8	CC1(C(=O)NCc2cccnc2)CCN1C(=O)Cc1cccs1 (configuration not stated)

Next section
MPTP inh	Compound
-0.7	O=C(O)C(=Cc1ccncc1)c1cccc2ccccc12
0.8	COCCCNC(=O)c1ccc(-c2c(C)noc2C)c2ccoc12
-2.5	CCc1nc2ccc(C(=O)NCc3ccc(OC)cc3)cn2c1N(CC)CCOC
-0.3	CCN(CC)C(=O)C1=C(C)N(CCCOC)C(=O)C(CC(=O)NCc2cccs2)C1 (configuration not stated)
0.8	CN1CCN(c2ccc(CNC[C@H]3O[C@@H](n4cnc5c(=O)[nH]c(N)nc54)[C@H](O)[C@@H]3O)c(F)c2)CC1
-0.1	COc1ccc(NC(=O)N(C)C[C@H]2OCCCC[C@H](C)Oc3ccc(NS(=O)(=O)c4cn(C)cn4)cc3C(=O)N([C@H](C)CO)C[C@@H]2C)cc1
-0.8	CN(C)c1ccc(CC(=O)N2CCCCC2c2cc(C(=O)Nc3ccccc3Cl)no2)cc1 (configuration not stated)
0.9	CCOC(=O)N1CCN(C(=O)C[C@@H]2C[C@@]3(C(=O)OC)CC(C)(C)CC=C3N(Cc3cccc4ccccc34)C2=O)CC1
1.3	CCCc1nc2c3ccccc3ccn2c1Cc1ccc(C)cc1
-1.5	Cc1cccc(C)c1NC(=O)C(c1ccnc2ccccc12)N1CCN(CCN(C)C)CC1 (configuration not stated)
-0.2	COCC(=O)N(C)C[C@@H]1Oc2ncc(Br)cc2C(=O)N([C@@H](C)CO)C[C@H]1C
2.8	COC(=O)[C@@]12C[C@@H](CC(=O)N3CCC(c4ccccc4)CC3)C(=O)N(CCc3ccc(OC)c(OC)c3)C1=CCC(C)(C)C2
21.9	COc1cccc(C(C)(O)c2nc(-c3ccc4c(c3)OCO4)cs2)c1 (configuration not stated)
0.8	CC(=O)c1ccc(N2CCN(S(=O)(=O)c3ccc4c(c3)C(Cl)(Cl)C(=O)N4)CC2)cc1
0.1	CCc1nc2ccc(C(=O)NCCCN(C)C)cn2c1N(C)Cc1ccc(OC)cc1
-0.7	C[C@@H]1CN([C@@H](C)CO)C(=O)CCCn2nncc2CO[C@@H]1CN(C)C(=O)CCC(F)(F)F
-0.4	C[C@H]1CN([C@@H](C)CO)C(=O)CCCn2cc(nn2)CO[C@@H]1CN(C)S(=O)(=O)c1ccccc1C#N
0.6	CSc1nc(S(=O)(=O)c2ccc(C)cc2)c(N2CCOCC2)s1
7.6	CC(=O)c1ccc(S(=O)(=O)N2CCN(c3ccnc4cc(Cl)ccc34)CC2)cc1
-0.3	O=C(NCc1ccc(Cl)cc1)N1CCN(C(=O)c2ccccc2)CC1
-0.9	CC(C)(C)NC(=O)CN(C(=O)CCC(=O)Nc1nccs1)c1ccccc1F
-0.6	CCCCCCn1cc(CN2CC(N3CCCCC3)CS2(=O)=O)nn1 (configuration not stated)
7.1	CC(Nc1nc(-c2cccnc2)nc2ccccc12)c1ccccc1 (configuration not stated)
0.3	Cn1c(=O)[nH]c(=O)c2c1nc(Br)n2Cc1ccc(Cl)cc1
0.5	COc1ccc(C(O)c2nc(-c3cccc(O)c3)cs2)cc1 (configuration not stated)
-1.4	CCCCCCN1C[C@H](n2cc(C3CC3)nn2)[C@@H](O)C[C@@H]1c1ccc(Cl)cc1
0.3	Cc1ccc(CN2CC(N3CCCC3)CS2(=O)=O)cc1 (configuration not stated)
0.7	Cc1cc(N2CCN(C(C(=O)NC3CCCC3)C(C)(C)C)CC2)c2ccccc2n1 (configuration not stated)

Random excerpt: seven records from the list, in no set order.
MPTP inh	Compound
-0.9	CC(C)(C)NC(=O)CN(C(=O)CCC(=O)Nc1nccs1)c1ccccc1F
7.1	CC(Nc1nc(-c2cccnc2)nc2ccccc12)c1ccccc1 (configuration not stated)
0.5	COc1ccc(C(O)c2nc(-c3cccc(O)c3)cs2)cc1 (configuration not stated)
0.3	Cc1ccc(CN2CC(N3CCCC3)CS2(=O)=O)cc1 (configuration not stated)
-1.4	CCCCCCN1C[C@H](n2cc(C3CC3)nn2)[C@@H](O)C[C@@H]1c1ccc(Cl)cc1
0.3	Cn1c(=O)[nH]c(=O)c2c1nc(Br)n2Cc1ccc(Cl)cc1
0.7	Cc1cc(N2CCN(C(C(=O)NC3CCCC3)C(C)(C)C)CC2)c2ccccc2n1 (configuration not stated)

Screening results: PubChem BioAssay, Sanford-Burnham Center for Chemical Genomics

These rows are one share of the data; count on the stated rates, not on these rows.
